Assay outcomes (PubChem BioAssay)
Bcl-xL primary – blocks human Bcl-xL binding to Bim BH3 peptide. Q07817. GST-Bcl-xL / FITC-Bim BH3 peptide fluorescence polarization. inhibition, % at 10.9 µM. actives 0.7% (n = 320,000);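 active = inhibition above the mean of all tested compounds plus 3 SD, cutoff set per campaign, cut at about 30% in these data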;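 also: 0% = DMSO wells and 100% = unlabeled Bim-BH3 peptide competitor; inhibitors lower millipolarization by displacing the labeled peptide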
Target sequence (Q07817 whole entry, looked up): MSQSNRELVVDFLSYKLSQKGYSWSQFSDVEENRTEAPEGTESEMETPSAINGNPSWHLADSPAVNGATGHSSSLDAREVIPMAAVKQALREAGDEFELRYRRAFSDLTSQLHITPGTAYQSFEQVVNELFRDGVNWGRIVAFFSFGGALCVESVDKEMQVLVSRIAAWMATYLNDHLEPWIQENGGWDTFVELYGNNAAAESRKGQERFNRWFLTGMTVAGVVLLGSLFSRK
GLD-1 TGE inh – GLD-1-TGE RNA interaction inhibition (C. elegans). Q17339. purified GLD-1 + fluorescein TGE RNA, fluorescence polarization. inhibition, % at 5.96 µM. actives 0.44% (n = 320,000);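 active = percent inhibition above a per-plate cutoff, the plate mean of test compounds plus 3 SD, cut at about 30% in these data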;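 also: 0% = DMSO wells with GLD-1 and probe and 100% = wells lacking GLD-1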
CIT2 TOR yeast – yeast TOR pathway CIT2-GFP modulation. S. cerevisiae CIT2-GFP strain, flow cytometry, 3 h; 100 means same as DMSO wells. GFP response vs DMSO, % at 10 µM. actives 0.065% (n = 320,000). AID 2029;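 active = GFP response relative to DMSO above a set limit, near the screen mean plus 3 SD, cut at about 150% in these data; inconclusive = Fewer than 70 cells measured for a yeast strain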;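 also: ratio of well median GFP fluorescence to mean of DMSO wells on the plate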
VLA-4 inh – inhibition in a human VLA-4 binding assay; P13612; VLA-4 expressing cells, ligand binding flow cytometry; inhibition, % (about 7 µM as worked out from the volumes in the protocol); actives 0.2% (n = 330,000); AID 2557; in the data active = inhibition above about 50%
MEX-5 binding – C. elegans MEX-5 TCR-2 RNA binding activity; activity score (negative = inhibition of binding), % at 10 µM; MEX-5/FITC-TCR2 RNA binding, fluorescence polarization; stronger effect = lower value; actives 0.38% (n = 300,000); AID 1832;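 active = inhibition past about -25% in most replicates, and total fluorescence under double the plate's negative control median, limit read from the data; inconclusive = replicates evenly split on the limit, or fluorescence at least double controls; inactive = too little inhibition in most replicates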;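 also: 0% = DMSO and -100% = 5 µM competing unlabeled TCR2 RNA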
Fam108B inh – counter-screen for RBBP9 inhibitors: inhibitors of mouse Fam108B. actives 0.33% (n = 300,000). AID 1947. recombinant Fam108B, FP-Rh probe fluorescence polarization. inhibition, % at 9.51 µM;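 active = inhibition above the screen mean inhibition plus 3 SD, computed separately per campaign, cut at about 18% in these data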;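 also: inhibitors lower polarization as less probe binds the enzyme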
MCL1 BIM primary – MCL1-BIM-BH3 interaction inhibition (human) | inhibition, % at 10.9 µM | GST-MCL1 / FITC-Bim-BH3 fluorescence polarization | actives 0.68% (n = 320,000);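 active = inhibition above the mean inhibition of all tested compounds plus 3 SD, set per campaign, cut at about 40% in these data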;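 also: 0% = DMSO wells and 100% = unlabeled Bim-BH3 peptide control; higher means more loss of mP so more displacement of Bim peptide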
GRK2 inh – blocks RNA aptamer binding to human GRK2 | bead flow cytometry, FAM-aptamer displacement from GRK2 | inhibition of aptamer binding, % at 10 µM | actives 0.59% (n = 330,000) | AID 488847;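 active = inhibition of aptamer binding above 40%, roughly 3 SD of noise, on plates passing a quality check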;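 also: median bead fluorescence of bound FAM aptamer so fluorescent compounds give negative values; no value below 0 was filed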
Target sequence (P25098 whole entry, looked up): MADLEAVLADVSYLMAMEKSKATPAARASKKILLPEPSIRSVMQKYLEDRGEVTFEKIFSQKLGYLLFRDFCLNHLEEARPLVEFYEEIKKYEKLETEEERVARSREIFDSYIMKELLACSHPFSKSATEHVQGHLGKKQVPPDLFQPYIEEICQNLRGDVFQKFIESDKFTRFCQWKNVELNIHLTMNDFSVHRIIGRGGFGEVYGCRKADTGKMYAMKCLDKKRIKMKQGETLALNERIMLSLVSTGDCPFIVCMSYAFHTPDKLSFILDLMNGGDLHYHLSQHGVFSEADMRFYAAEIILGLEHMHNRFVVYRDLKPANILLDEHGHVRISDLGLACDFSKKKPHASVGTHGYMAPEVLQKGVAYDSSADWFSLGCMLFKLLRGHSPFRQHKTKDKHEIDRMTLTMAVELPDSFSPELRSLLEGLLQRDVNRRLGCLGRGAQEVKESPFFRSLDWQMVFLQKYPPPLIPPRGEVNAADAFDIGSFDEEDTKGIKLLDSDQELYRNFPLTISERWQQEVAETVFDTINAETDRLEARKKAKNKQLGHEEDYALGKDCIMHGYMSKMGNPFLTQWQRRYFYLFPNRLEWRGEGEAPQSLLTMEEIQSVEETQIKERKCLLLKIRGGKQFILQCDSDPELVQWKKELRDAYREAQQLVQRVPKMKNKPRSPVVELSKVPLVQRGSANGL
AGP1-GFP MLPCN – yeast TOR pathway AGP1-GFP modulation | AID 2066 | S. cerevisiae AGP1-GFP multiplex flow cytometry, 3 h; GFP as percent of DMSO wells | actives 0.02% (n = 320,000) | GFP response vs DMSO, % at 10 µM;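 active = GFP response relative to DMSO above a set limit, near screen average plus 3 SD, cut at about 150% in these data; inconclusive = fewer than 70 cells counted for the yeast strain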;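 also: median GFP channel fluorescence of the gated AGP1 strain per well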
The depositor's hits bear a star; ? = inconclusive; . = no result given. Hits appear at their usual frequency. About 2.2% of those tested had a hit in this group.

Order of results: AGP1-GFP MLPCN	Fam108B inh	GLD-1 TGE inh	Bcl-xL primary	VLA-4 inh	GRK2 inh	MCL1 BIM primary	MEX-5 binding	CIT2 TOR yeast
#1 Cc1cccc(OCCCC(=O)Nc2ccc(N3CCOCC3)cc2)c1
→ 104.1	-2.5	-0.5	2.7	-26.8	5.0	-0.9	1.8	100.9
#2 NC(=O)NC(=O)CSc1nnc(-c2ccco2)n1Cc1ccccc1
→ 103.4	6.0	2.1	-3.1	-17.4	2.0	-5.8	0.1	108.0
#3 COc1ccc(C(=O)Nc2ccccc2C(=O)NCC2CCCO2)cc1 (centres undefined)
→ 98.4	-1.3	-3.1	-1.1	-30.6	4.0	-2.8	-0.7	98.4
#4 COc1ccc(/C=C/C(=O)NCCN2CCOCC2)cc1OC
→ 85.2	9.6	1.2	4.1	19.2	0.0	1.1	-3.5	83.3
#5 CC(C)(C)NC(=O)c1ccc(Sc2ccccc2)c([N+](=O)[O-])c1
→ 97.0	4.3	-0.2	3.2	-3.1	2.0	3.5	2.5	94.3
#6 Cc1cc(N2CC(=O)N(CCc3ccccc3)C(=O)C2)n2ncnc2n1
→ 107.6	4.0	4.5	3.2	5.5	0.0	10.6	1.0	104.2
#7 Cc1ccc(C(=O)CC(=O)c2ccccc2C)c(O)c1
→ 95.2	1.4	2.7	8.8	0.1	0.0	-0.9	-0.7	95.5
#8 Cc1ccc(C(=O)N2CC=C(c3ccccc3)CC2)s1
→ 101.3	0.1	1.7	4.2	-12.6	2.0	2.0	1.2	88.7
#9 N#Cc1ccc(C(=O)OCCc2cc3ccccc3c(=O)o2)cc1
→ 98.5	.	3.2	3.8	-16.8	5.0	1.8	.	87.5
#10 Clc1cc(Br)ccc1OCCOCCN1CCCC1
→ 103.7	1.3	-1.8	5.1	4.7	0.0	7.2	1.6	107.3
#11 NC(=O)c1ccsc1NC(=O)COC(=O)c1cccnc1Cl
→ 96.3	.	7.5	.	-3.2	4.0	.	.	89.9
#12 CCc1cccc(C)c1NC(=S)N(CCN(C)C)C(C)c1ccco1 (centres undefined)
→ 107.4	1.7	7.9	3.2	-2.7	0.0	2.9	1.5	102.7
#13 Cc1ccc(S(=O)(=O)Cc2ccccc2Cl)cc1
→ 96.1	0.8	3.8	1.4	0.0	0.0	5.6	-0.9	95.8
#14 O=C(O)c1cccnc1Cl
→ 101.5	0.6	-5.0	-0.4	12.6	2.0	-4.9	0.7	105.2
#15 CCO[C@@H]1OC(C(=O)NCc2ccccc2)=C[C@H](c2coc3ccccc3c2=O)[C@H]1CCCO
→ 91.1	-2.7	6.0	-4.4	10.9	0.0	3.1	1.5	89.7
#16 CCOC(=O)c1[nH]c2ccccc2c1NC(=O)c1ccc(S(=O)(=O)N2CCOCC2)cc1
→ 102.1	1.1	0.6	-5.0	-14.1	4.0	0.6	0.0	99.1
#17 O=C(NCc1ccccc1)c1cccc(Br)n1
→ 94.6	0.9	1.4	7.8	11.2	0.0	0.7	1.6	91.7
#18 O=C(CSc1nc2ccccc2c(=O)n1Cc1ccc(F)cc1)NCC1CCCO1 (centres undefined)
→ 92.3	.	13.9	.	21.4	0.0	.	.	96.7
#19 Cc1c(C)c2ccc(OCC(=O)Nc3ccccn3)cc2oc1=O
→ 111.2	0.8	-1.4	-0.2	10.7	0.0	3.4	-0.3	112.9
#20 CSc1nc(N)nc2c1ncn2CC(=O)NCc1ccc2[nH]ccc2c1
→ 98.0	.	3.1	.	16.9	0.0	.	.	98.8
#21 NC(=O)c1cc2ccccc2o/c1=N/NC(=O)c1cccc(F)c1
→ 94.4	0.1	0.7	4.3	-5.6	0.0	4.4	2.0	99.5
#22 COc1ccc(C(=O)OCCCOC(=O)c2ccc(OC)cc2OC)c(OC)c1
→ 104.4	-0.8	1.5	-1.4	1.8	0.0	-0.5	-2.9	99.9
#23 CCOC(=O)C1CCN(CCC(=O)Nc2ccccc2Cl)CC1
→ 99.8	-3.6	-0.1	-0.7	-0.4	0.0	-2.0	-2.2	97.7
#24 Nc1ccc(OC(=O)Nc2ccc(O)cc2)cc1
→ 99.7	8.9	-2.3	2.3	20.9	1.0	7.5	0.1	100.2
#25 O=C1N(Cc2cccc(Cl)c2)C[C@@H]2C[C@@H](c3ccc4nonc4c3)N3CCC[C@@]123
→ 93.4	-0.2	2.7	4.6	16.4	3.0	0.3	2.1	98.8
#26 COCCCNC(=S)Nc1ccc(CC(=O)O)cc1
→ 100.4	1.2	-1.0	5.5	1.4	13.0	7.1	2.1	103.9
#27 COc1ccccc1-c1c(-c2ccc(OCC(=O)NN)cc2O)n[nH]c1C(F)(F)F
→ 101.8	-2.8	-5.4	-0.9	9.1	0.0	5.7	0.1	100.2
#28 O=C(NN1CCN(Cc2ccccc2)CC1)c1ccc(N2CCOCC2)c([N+](=O)[O-])c1
→ 99.2	2.6	2.6	0.2	-4.4	4.0	9.1	0.8	99.8
#29 Cc1cccc(NC(=O)C2CCN(C(=O)c3ccco3)CC2)c1C
→ 98.8	-4.7	7.2	3.5	22.5	0.0	0.9	0.2	105.2
#30 COc1cc(OC)c(S(=O)(=O)Nc2ccc(C(=O)N3CCCC3)cc2)cc1NC(C)=O
→ 98.0	3.6	3.3	4.1	27.1	0.0	10.6	2.3	105.7
#31 CC(=O)Nc1cc(C(=O)OCC(=O)c2ccccc2)ccc1C
→ 102.0	-2.0	-0.4	3.8	0.4	6.0	0.7	0.0	100.5
#32 Cc1c(Nc2nc(-c3ccccc3)cs2)c(=O)n(-c2ccccc2)n1C
→ ?	-3.7	5.2	2.6	11.5	1.0	-4.8	-0.1	?
#33 O=C(NCc1cccs1)C(=O)NCC(c1ccco1)N1CCN(c2ccc(F)cc2)CC1 (centres undefined)
→ 101.0	6.0	0.9	1.6	10.9	0.0	-3.0	-1.4	94.0
#34 COc1ccccc1N(CCC#N)C(=O)COC(=O)CCC(=O)c1ccc(F)cc1
→ 68.8	.	2.3	-3.9	3.4	2.0	-7.3	.	70.6
#35 Cc1sc2nc(CN3CCN(c4ccc(O)cc4)CC3)[nH]c(=O)c2c1C
→ 97.7	-4.4	8.9	19.6	-0.2	0.0	16.8	-2.3	97.5
#36 O=[N+]([O-])c1cc([N+](=O)[O-])c2cc3ccccc3nc2c1
→ 96.6	7.3	9.2	8.3	-10.2	6.0	11.0	-7.4	96.0
#37 Cc1ccc(CNC(=O)CSc2nnc3c(n2)[nH]c2ccccc23)cc1
→ 106.8	-10.6	2.2	7.9	-19.3	3.0	4.5	1.9	98.6
#38 CCCn1c(N)c(N(CCOC)C(=O)CSc2c(Cl)cccc2Cl)c(=O)[nH]c1=O
→ 99.0	.	6.2	.	18.8	0.0	.	.	94.1
#39 O=C(Nc1ccc(C(F)(F)F)cc1)c1ccccc1
→ 97.5	.	-4.1	4.0	0.0	0.0	7.6	.	100.4
#40 CCn1cc(C2=NC(CCSC)CO2)c2ccccc21 (centres undefined)
→ 104.3	-3.8	4.0	0.1	-1.1	0.0	-4.4	2.8	89.0
#41 Cn1c(N2CCN(c3ccccn3)CC2)nc2c1c(=O)n(Cc1ccccc1Cl)c(=O)n2C
→ 95.0	1.7	5.3	4.9	11.9	0.0	6.5	-0.4	99.1
#42 Cc1ccc(/C=N/NC(=O)Cc2ccc(Cl)cc2)s1
→ 91.0	-3.5	-3.2	-0.8	-6.2	2.0	6.5	1.8	99.4
#43 O=C(Nc1cccc([N+](=O)[O-])c1)Nc1cccs1
→ 96.8	6.9	8.9	1.9	0.0	3.0	-0.7	0.1	91.8
#44 CN(C)CCCNCCCNC(=O)/C(=N\O)c1ccccn1
→ 100.1	-1.5	9.2	3.0	6.0	0.0	-2.3	0.5	103.3
#45 O=S(=O)(NCC(c1ccco1)N1CCc2ccccc2C1)c1ccc(Br)cc1 (centres undefined)
→ 110.6	-2.9	3.5	3.3	7.9	0.0	1.4	3.5	102.6
#46 Cc1ccc(CNC(=O)CCn2cc(-c3ccc(F)cc3)nc2-c2ccncc2)cc1
→ 114.9	3.8	0.4	4.3	-15.7	0.0	7.7	.	106.0
#47 CC(C)NC(=O)c1cc2c(C(F)(F)F)nn(C)c2s1
→ 86.7	-11.0	7.4	-2.9	-2.6	0.0	-2.2	-0.2	88.3
#48 COCCN1CC(=O)N2C(c3cccc(OC)c3)c3[nH]c4ccccc4c3C[C@H]2C1=O (some centres undefined)
→ 96.2	-0.1	-5.2	7.0	17.9	0.0	-0.4	-0.8	98.6
#49 Cc1onc(-c2c(Cl)cccc2Cl)c1C(=O)NC(C)(C)CO
→ .	-1.0	5.8	5.5	6.7	0.0	1.7	-1.6	103.0
#50 O=C(CSCc1ccccc1Cl)Nc1ccc(C(=O)O)cc1
→ 94.8	-4.4	6.1	-3.3	4.3	2.0	1.2	-2.4	96.1
#51 Cc1cc(C)c(-c2cc(NC(=O)CSc3nncn3C)n(-c3ccccc3)n2)cc1C
→ 99.7	2.6	1.8	5.0	-3.5	2.0	0.4	0.7	98.6
#52 O=C(OCC(=O)N1CCN(S(=O)(=O)c2ccccc2)CC1)c1ccc([N+](=O)[O-])o1
→ 98.3	-0.1	10.9	2.6	5.8	3.0	-0.1	-0.1	95.6
#53 O=C(N/N=C/c1ccccc1C(=O)O)c1cc(-c2ccc3c4c(cccc24)CC3)n[nH]1
→ 96.2	-23.2	0.7	5.3	9.7	0.0	7.4	-0.2	102.2
#54 COc1cc(OC)cc(-c2nc(-c3ccccc3)no2)c1
→ 99.7	-0.7	3.7	-0.7	-4.2	4.0	-1.2	-2.6	98.8
#55 COc1cc(/C=C/C(=O)N[C@@H](Cc2c[nH]c3ccccc23)C(=O)O)ccc1O
→ 103.8	0.8	-5.0	3.0	9.2	2.0	-4.3	1.5	103.5
#56 O=c1[nH]c2ccc(NC(=S)NCCc3ccccc3)cc2[nH]1
→ 96.4	2.1	-1.1	-4.7	3.9	0.0	-7.0	1.3	90.1
